CASP6 VEID inh: caspase-6 (human) enzyme inhibition. hit rate 0.53% among 350,000. purified caspase-6, Z-VEID-R110 cleavage fluorescence. inhibition, % at 12.5 µM;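 active = mean inhibition across replicates at least about 35%, with every replicate also reaching that limit, limit read from the data; inconclusive = only one of the two criteria met; inactive = neither criterion met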;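 also: 0% = median of neutral control wells and 100% = no fluorescence left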
Target sequence (P55212 24-179 limits assumed): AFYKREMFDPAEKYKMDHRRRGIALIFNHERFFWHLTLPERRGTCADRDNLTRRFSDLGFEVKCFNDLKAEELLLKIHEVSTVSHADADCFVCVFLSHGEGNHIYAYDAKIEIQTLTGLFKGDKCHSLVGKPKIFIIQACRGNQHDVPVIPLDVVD
Target sequence (P55212 194-293 limits assumed): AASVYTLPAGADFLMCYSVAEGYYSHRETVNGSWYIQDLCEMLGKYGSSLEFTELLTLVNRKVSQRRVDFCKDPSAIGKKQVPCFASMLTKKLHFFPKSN
E-selectin induc: E-selectin induction on HUVECs; P16581; HUVEC E-selectin immunofluorescence imaging; normalized: neutral wells 0, TNF-alpha wells 100; activation, % at 7.58 µM; hit rate 0.37% among 260,000;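 active = mean E-selectin-positive cell signal at least 10% of the positive control, reached in at least 60% of replicates, without over 20% cell loss; inconclusive = no rule given, readout overlaps actives, possibly toxicity-flagged; inactive = the rest, including those meeting only one limit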;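 also: in these data hits start at about 27%; measured in HUVEC primary endothelial cells; signal is the percent of cells scored E-selectin positive by PE staining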
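Test system: HUVEC | Signal: Immunofluorescence imaging | Read-out: Percent E-selectin-positive cells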
RAD54 inh: blocks human RAD54 Holliday junction branch migration; Q92698; FAM/BHQ fluorescence; inhibition, % at 10.4 µM; hit rate 0.14% among 360,000; AID 602329;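 active = mean normalized replicate activity at least 40 and at least half of replicates scoring 40 or more; inconclusive = only one of the two criteria met; inactive = mean below 40 and under half of replicates reaching 40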;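 also: 0% = median of neutral control wells and 100% = median of positive control wells; inhibitors cause a drop in the FAM fluorescence signal; in these data hits start at about 50%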
Target sequence (Q92698 whole entry, looked up): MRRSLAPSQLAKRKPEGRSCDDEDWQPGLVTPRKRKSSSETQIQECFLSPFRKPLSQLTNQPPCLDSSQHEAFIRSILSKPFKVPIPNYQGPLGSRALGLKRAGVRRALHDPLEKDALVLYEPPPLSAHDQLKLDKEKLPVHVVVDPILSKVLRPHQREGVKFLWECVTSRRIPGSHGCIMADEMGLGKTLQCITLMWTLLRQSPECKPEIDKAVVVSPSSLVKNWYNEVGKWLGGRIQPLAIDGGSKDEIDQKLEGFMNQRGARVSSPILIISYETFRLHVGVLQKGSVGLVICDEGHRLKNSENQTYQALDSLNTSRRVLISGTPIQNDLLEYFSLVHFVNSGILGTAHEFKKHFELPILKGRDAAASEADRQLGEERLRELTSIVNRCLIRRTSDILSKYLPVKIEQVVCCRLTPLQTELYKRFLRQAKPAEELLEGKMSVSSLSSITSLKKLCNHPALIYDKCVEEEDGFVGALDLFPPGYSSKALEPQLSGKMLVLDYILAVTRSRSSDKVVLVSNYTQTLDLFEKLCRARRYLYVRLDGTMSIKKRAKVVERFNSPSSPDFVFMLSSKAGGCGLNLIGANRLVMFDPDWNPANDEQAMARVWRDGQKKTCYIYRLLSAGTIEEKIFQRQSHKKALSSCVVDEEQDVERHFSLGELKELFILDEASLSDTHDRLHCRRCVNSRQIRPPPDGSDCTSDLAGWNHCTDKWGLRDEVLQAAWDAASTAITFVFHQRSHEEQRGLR
Xi reactivation: X-chromosome reactivation activator. XiGFP mouse fibroblasts, % GFP-positive cells imaging, 3 d; cells co-treated with 5-aza-dC sensitizer; scaled so ellipticine positive control = 100%. activation, % at 7.58 µM. hit rate 0.055% among 360,000;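 active = mean normalized replicate activation at least 10% and every replicate at or above 10%; inconclusive = only one of the two criteria met; inactive = mean below 10% and not all replicates reach 10%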;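 also: 0% = median of on-plate neutral control wells and 100% = ellipticine 6 µM median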
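System: SV40-immortalized XiGFP fibroblast cells, line 68-5-11 / Incubation: 3-day compound exposure, then 15 min fixation at room temperature / Compound: single concentration per compound, delivered by pin transfer / Buffer or medium: DMEM plus 5-aza-dC sensitizer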
F508del corr: CFTR F508del correction in bronchial cells; CFBE cells, YFP halide quenching; stimulated with forskolin plus potentiator P3; % fluorescence drop versus neutral controls; activity (quench increase), % at 7.58 µM; hit rate 0.36% among 350,000;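 active = mean added fluorescence quench of at least 8% versus neutral control, with both replicates also reaching 8%; inconclusive = only one of the mean or replicate conditions met; inactive = mean below 8% and not both replicates reaching 8%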;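 also: cells transiently co-express mutant CFTR-F508del with the halide-sensitive YFP; corrector assay measuring rescue of mutant channel to the surface after 24 h compound exposure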
INS-1E GSIS act: primary screen for activators of insulin secretion dependent on glucose, INS-1E cells, GLuc reporter luminescence. activation, % at 16.6 µM. INS-1E GLuc reporter insulin secretion, 2-3 h. hit rate 0.61% among 370,000;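 active = lowest replicate activation of at least 40%, so every replicate reaches that level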;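 also: 0% = median of neutral control wells and 100% = median of IBMX positive control wells; some compounds called inactive have numbers as strong as hits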
RAD52 anneal inh: RAD52 (human) annealing inhibition | hit rate 0.46% among 360,000 | P43351 | recombinant RAD52 DNA annealing, FRET fluorescence | AID 651710 | inhibition, % at 18.7 µM;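 active = every replicate showing at least 50% inhibition; inconclusive = mean inhibition at least 50% but not in every replicate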
DENV2 CPE rescue: protects cells from dengue virus 2 cytopathic effect; DENV2-infected cells, cytopathic effect rescue, plate reader; CPE inhibition, % at 9.99 µM; hit rate 1.7% among 350,000; in the data active = CPE inhibition above about 20%, passing the limit was not always enough; inconclusive = no clear call, values can overlap the other calls; tested in BHK-21 cells;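 also: 0% = median of neutral control wells and 100% = median of positive control wells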
* marks the source's active call; other numbers are inactive results.

`O=C(NCCc1nc(-c2ccc(F)cc2)no1)c1ccc(F)cc1` gave CASP6 VEID inh 3.1, E-selectin induc 0.3, RAD54 inh -4.2, Xi reactivation 0.0, F508del corr 1.6, INS-1E GSIS act 8.6, RAD52 anneal inh -14.1 and DENV2 CPE rescue inconclusive.
Screening Cc1ccc(-c2n[nH]c3c2C(c2ccccc2)N(c2ccc(C(=O)O)cc2)C3=O)cc1 (configuration not stated) returned CASP6 VEID inh -0.3, E-selectin induc -2.1, RAD54 inh -7.7, Xi reactivation 0.0, F508del corr 0.4, INS-1E GSIS act -15.8, RAD52 anneal inh -0.6 and DENV2 CPE rescue 0.0.
For CCCC(=O)Nc1ccc2c(c1)C(=O)N(C)C[C@@H](OC)[C@@H](C)CN(Cc1ccccc1)[C@@H](C)CO2 the results were E-selectin induc -0.2, RAD54 inh -1.2, Xi reactivation 0.3, F508del corr 0.2 and INS-1E GSIS act 0.7.
CCOc1ccccc1C(=O)NC(C)CCc1ccccc1 (configuration not stated) was read as CASP6 VEID inh -0.1, E-selectin induc 0.4, RAD54 inh -7.5, Xi reactivation 0.0, F508del corr -2.2, INS-1E GSIS act -6.9, RAD52 anneal inh -7.7 and DENV2 CPE rescue -2.9.
COc1ccccc1-c1ccc([C@H]2[C@@H](C#N)N(C(=O)CN(C)C)[C@H]2CO)cc1 was read as CASP6 VEID inh 2.2, E-selectin induc -0.7, RAD54 inh 0.7, Xi reactivation 0.4, F508del corr -0.1, INS-1E GSIS act 5.0, RAD52 anneal inh -5.9 and DENV2 CPE rescue -4.8.
COc1cccc(C(=O)NCC(=O)N/N=C/c2ccc(OC(=O)c3cccs3)c(OC)c2)c1 was read as CASP6 VEID inh -2.2, RAD54 inh -17.8, Xi reactivation -0.1, F508del corr -0.1, INS-1E GSIS act -8.6, RAD52 anneal inh -17.7 and DENV2 CPE rescue -11.0.
For O=C(NC1CCC1)[C@@H]1[C@@H](CO)[C@@H]2Cn3c(ccc(-c4ccccc4)c3=O)[C@H]1N2Cc1cocn1 the results were CASP6 VEID inh -2.6, E-selectin induc -0.2, RAD54 inh -21.1, Xi reactivation -0.1, F508del corr 0.0, INS-1E GSIS act 0.1, RAD52 anneal inh 15.7 and DENV2 CPE rescue 8.4.
COc1cc(C(=O)NC(=S)Nc2ccc3[nH]c(=O)[nH]c3c2)cc(OC)c1OC was read as CASP6 VEID inh 2.7, RAD54 inh -7.3, Xi reactivation 0.0, F508del corr 0.0, INS-1E GSIS act -0.6, RAD52 anneal inh 5.0 and DENV2 CPE rescue 6.2.
For COc1ccc(C2CC(c3ccccc3)=NN2c2ccc(N)cc2)cc1 (configuration not stated) the results were CASP6 VEID inh -2.8, E-selectin induc -0.2, Xi reactivation 0.0, RAD52 anneal inh -4.4 and DENV2 CPE rescue -1.1.
For Cc1c(C(=O)NCc2ccccc2C(F)(F)F)sc(=O)n1Cc1ccc2ccccc2c1 the results were CASP6 VEID inh 1.7, RAD54 inh 2.0, Xi reactivation 0.1, F508del corr 2.9, INS-1E GSIS act -2.7, RAD52 anneal inh -15.1 and DENV2 CPE rescue -3.7.
For CCCC#Cc1ccc([C@H]2[C@@H](CO)N3CCCCN(S(=O)(=O)c4ccccc4C)C[C@@H]23)cc1 the results were CASP6 VEID inh 5.1, E-selectin induc -0.6, RAD54 inh 5.1, Xi reactivation 0.0, F508del corr 1.1, INS-1E GSIS act -6.8, RAD52 anneal inh -8.0 and DENV2 CPE rescue 9.2.
Screening CC/C(=N\NC(=O)c1cc(C2CC2)[nH]n1)c1ccccc1 returned CASP6 VEID inh 1.1, RAD54 inh -10.7, Xi reactivation 0.0, F508del corr -1.5, INS-1E GSIS act 7.0, RAD52 anneal inh 6.4 and DENV2 CPE rescue 2.9.
For CCOC(=O)C(=CNNc1ccccc1)C(=O)OCC the results were CASP6 VEID inh -1.2, RAD54 inh -4.3, Xi reactivation 0.1, F508del corr -2.7, INS-1E GSIS act 0.6, RAD52 anneal inh -0.5 and DENV2 CPE rescue 2.6.
COc1cc(/C=N/NC(=O)c2cc(C)n(-c3ccc(F)cc3)c2C)cc(OC)c1O was read as CASP6 VEID inh 2.6, E-selectin induc -3.7, RAD54 inh -7.5, Xi reactivation 0.0, F508del corr 2.4, INS-1E GSIS act 27.3, RAD52 anneal inh -13.1 and DENV2 CPE rescue 5.4.
CS(=O)c1ccccc1-c1nc(-c2cccc(Cl)c2)no1 (configuration not stated) was read as CASP6 VEID inh 0.3, E-selectin induc 2.2, RAD54 inh -2.0, Xi reactivation 0.0, F508del corr -2.9, INS-1E GSIS act 9.9, RAD52 anneal inh -8.4 and DENV2 CPE rescue -5.5.
CC(=O)N(C)C[C@H]1Oc2ncc(-c3cccc(C#N)c3)cc2C(=O)N([C@@H](C)CO)C[C@@H]1C was read as CASP6 VEID inh -1.0, E-selectin induc -0.3, RAD54 inh -2.3, Xi reactivation 0.6, INS-1E GSIS act 27.6, RAD52 anneal inh -8.3 and DENV2 CPE rescue -2.3.
For COc1cccc(N2CCN(Cc3nnnn3C3CCCCC3)CC2)c1 the results were CASP6 VEID inh 1.2, Xi reactivation 0.0, F508del corr 1.3, INS-1E GSIS act 1.7, RAD52 anneal inh -5.7 and DENV2 CPE rescue -5.2.
`CC1CCCN(C(=O)CN2C(=O)C(C)Oc3ccccc32)C1` (configuration not stated) gave CASP6 VEID inh 1.3, E-selectin induc 0.2, RAD54 inh 2.5, Xi reactivation 0.5, F508del corr -1.1, INS-1E GSIS act 0.3, RAD52 anneal inh -6.4 and DENV2 CPE rescue 5.8.
Screening CC(C)OCCCNC(=O)CCCC(=O)Nc1ccc(OCCc2ccccc2)cc1 returned CASP6 VEID inh -1.9, RAD54 inh -6.7, Xi reactivation -0.1, F508del corr -4.6, INS-1E GSIS act -4.7, RAD52 anneal inh -6.9 and DENV2 CPE rescue -3.1.
For CCCn1c(SCC(=O)c2c(N)n(C3CC3)c(=O)[nH]c2=O)nc2cc(S(N)(=O)=O)ccc21 the results were CASP6 VEID inh 0.6, RAD54 inh -9.3, Xi reactivation 0.0, F508del corr 3.5, INS-1E GSIS act 12.4, RAD52 anneal inh 6.3 and DENV2 CPE rescue -0.3.
Screening COc1cc(NC(=O)c2cc(CC(C)C)on2)c(OC)cc1Cl returned CASP6 VEID inh -0.2, RAD54 inh -10.7, Xi reactivation 0.2, F508del corr -0.5, INS-1E GSIS act -0.6, RAD52 anneal inh -5.8 and DENV2 CPE rescue 12.5.
Screening COCCNC(=O)CCCn1c(=O)c2cc(OC)c(OC)cc2n(CC(=O)Nc2ccc(C)c(F)c2)c1=O returned CASP6 VEID inh 1.8, E-selectin induc 0.0, Xi reactivation -0.1, F508del corr -0.3, INS-1E GSIS act -6.7, RAD52 anneal inh 3.7 and DENV2 CPE rescue -4.4.
Screening CC(=O)Nc1ccc(S(=O)(=O)N2CCC(N3CCCC3)CC2)cc1 returned CASP6 VEID inh -13.0, E-selectin induc 0.0, RAD54 inh -17.2, Xi reactivation -0.1, F508del corr 3.8, INS-1E GSIS act 25.3, RAD52 anneal inh -6.8 and DENV2 CPE rescue inconclusive.
For Cc1onc(-c2ccccc2)c1C(=O)NCC(O)c1ccccc1 (configuration not stated) the results were CASP6 VEID inh -0.6, Xi reactivation 0.0, F508del corr -3.4, INS-1E GSIS act 28.3, RAD52 anneal inh -74.4 and DENV2 CPE rescue 4.8.
Screening O=C(c1ccc([N+](=O)[O-])o1)N1CCCCCC1 returned CASP6 VEID inh 3.4, E-selectin induc -1.1, RAD54 inh 8.1, Xi reactivation 0.4, F508del corr -2.4, INS-1E GSIS act 0.9, RAD52 anneal inh -8.1 and DENV2 CPE rescue 5.9.
For COc1cccc(S(=O)(=O)Nc2ccc3c(c2)C(=O)N(C)[C@H]2CC[C@H](CC(=O)Nc4ccc(C(C)C)cc4)O[C@@H]2CO3)c1 the results were CASP6 VEID inh -1.1, E-selectin induc 0.0, RAD54 inh 0.9, Xi reactivation 0.2, F508del corr 0.6, INS-1E GSIS act -18.8, RAD52 anneal inh -4.8 and DENV2 CPE rescue -4.1.
Screening Cc1ccc(S(=O)(=O)c2c(C)c(C)c(C)[nH]c2=O)cc1 returned CASP6 VEID inh -0.6, E-selectin induc 0.6, RAD54 inh -3.6, Xi reactivation 0.0, INS-1E GSIS act -1.0, RAD52 anneal inh -5.7 and DENV2 CPE rescue -7.0.
`CCC(CC)C(=O)c1c[nH]c(C(=O)NC2CCCCCC2)c1` gave CASP6 VEID inh -7.0, E-selectin induc 0.8, RAD54 inh 0.6, Xi reactivation 0.0, F508del corr 3.4, INS-1E GSIS act -0.5, RAD52 anneal inh -3.1 and DENV2 CPE rescue 17.4.
For Cc1ccc(S(=O)(=O)N(C)C[C@H]2Oc3ccc(N(C)C)cc3CC(=O)N([C@H](C)CO)C[C@H]2C)cc1 the results were CASP6 VEID inh 1.4, E-selectin induc -0.1, RAD54 inh -10.7, Xi reactivation 0.0, F508del corr -0.1, INS-1E GSIS act 2.9, RAD52 anneal inh 11.8 and DENV2 CPE rescue 1.4.
For CCC(C)N(C(=O)COC(=O)CNC(=O)c1sc2ccccc2c1Cl)C1CCS(=O)(=O)C1 (configuration not stated) the results were CASP6 VEID inh 2.1, RAD54 inh -4.3, Xi reactivation 0.3, F508del corr 0.9, INS-1E GSIS act -24.7, RAD52 anneal inh -16.9 and DENV2 CPE rescue 6.3.
Screening CC(=O)Nc1ccc(S(=O)(=O)NC(C)C(=O)OCCOc2ccc(F)cc2)cc1 (configuration not stated) returned CASP6 VEID inh 4.4, E-selectin induc 0.5, RAD54 inh 10.8, Xi reactivation 0.0, F508del corr -0.7, INS-1E GSIS act -16.6, RAD52 anneal inh -12.3 and DENV2 CPE rescue -8.9.
For Oc1ccc(C[C@@H]2CNCCN2CCc2cc(C(F)(F)F)cc(C(F)(F)F)c2)cc1 the results were E-selectin induc -0.2, RAD54 inh 5.9, Xi reactivation 0.0, F508del corr 1.4, INS-1E GSIS act -17.2, RAD52 anneal inh -2.5 and DENV2 CPE rescue 15.2.
For Cc1ccc(C)c(N2CCN(C(=O)CCC(=O)N3CCOc4ccc(Cl)cc43)CC2)c1 the results were CASP6 VEID inh 0.8, E-selectin induc -0.7, RAD54 inh 7.3, Xi reactivation 0.1, F508del corr -1.5, INS-1E GSIS act -45.5, RAD52 anneal inh -4.3 and DENV2 CPE rescue 3.5.
`COc1ccc(NC(=O)Nc2ccc3c(c2)CC(=O)N([C@H](C)CO)C[C@@H](C)[C@@H](CN(C)C(=O)Nc2ccc4c(c2)OCO4)O3)cc1` gave E-selectin induc 0.0, RAD54 inh 1.7, Xi reactivation -0.9, F508del corr -0.2, INS-1E GSIS act 3.4, RAD52 anneal inh -10.7 and DENV2 CPE rescue 0.7.
`CN1C(=O)/C(=C\C(=O)c2cccs2)c2ccccc21` gave CASP6 VEID inh 2.8, Xi reactivation 0.0, F508del corr -1.5, INS-1E GSIS act -20.3, RAD52 anneal inh -15.3 and DENV2 CPE rescue 5.5.
Screening Nc1ccc(C(=O)Nc2nccs2)cc1 returned CASP6 VEID inh 2.0, E-selectin induc -1.4, RAD54 inh 7.7, Xi reactivation 0.0, F508del corr -0.8, INS-1E GSIS act 5.3, RAD52 anneal inh 1.3 and DENV2 CPE rescue -1.4.
Screening COc1ccc(NC(=O)Nc2ccc3c(c2)C(=O)N([C@H](C)CO)C[C@H](C)[C@H](CN(C)S(C)(=O)=O)OCCCC[C@H](C)O3)cc1 returned CASP6 VEID inh 2.9, E-selectin induc 0.1, RAD54 inh -0.1, Xi reactivation -0.2, F508del corr 3.6, INS-1E GSIS act 0.6, RAD52 anneal inh 9.5 and DENV2 CPE rescue -6.4.

Screening data as filed in PubChem BioAssay.
